NSD2 block: inhibitors of human NSD2, primary screen, biochemical, plate reader, single point | inhibition, % at 12.5 µM | AID 624260, 2012 | Histone-lysine N-methyltransferase NSD2 (Homo sapiens), O96028 | NSD2-SET H3K36me1 DELFIA fluorescence | actives 0.07% (n = 44,000); in the data active = inhibition above about 54%, passing the limit was not always enough;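 also: inhibitors reduce the monomethyl H3K36 fluorescence signal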
* marks the source's active call; other numbers are inactive results. This is a subset; rates above refer to the full screens.

SMILES | NSD2 block
COc1ccc(S(=O)(=O)N(C)C[C@@H]2Oc3ccc(NS(C)(=O)=O)cc3C(=O)N([C@H](C)CO)C[C@H]2C)cc1 | 5
C[C@H](CO)N1C[C@H](C)[C@H](CN(C)S(=O)(=O)c2cn(C)cn2)Oc2ccc(NC(=O)C3CC3)cc2CC1=O | 2
CCO[C@H]1OC(C(=O)N2CCOCC2)=C[C@@H](c2ccc3c(c2)OCO3)[C@@H]1CCCO | 14
C[C@H]1CN([C@@H](C)CO)S(=O)(=O)c2ccc(C3=CCCC3)cc2O[C@@H]1CN(C)Cc1cccc(C(=O)O)c1 | 0
COc1ccc(CN(C)C[C@@H]2Oc3ccc(NC(=O)CCC(F)(F)F)cc3CC(=O)N([C@@H](C)CO)C[C@@H]2C)cc1 | 2
C[C@@H]1CN([C@H](C)CO)C(=O)Cc2cc(NC(=O)Nc3ccc(C(F)(F)F)cc3)ccc2O[C@@H]1CN(C)Cc1ccc2c(c1)OCO2 | -9
C[C@H]1CN([C@@H](C)CO)C(=O)c2cc(NS(=O)(=O)c3cn(C)cn3)ccc2O[C@@H]1CN(C)C(=O)Nc1ccccc1 | 0
C[C@@H]1CCCCO[C@H](CN(C)C(=O)CCCN(C)C)[C@@H](C)CN([C@H](C)CO)C(=O)c2cc(NC(=O)Nc3ccc(C(F)(F)F)cc3)ccc2O1 | -1
C[C@@H]1CN([C@@H](C)CO)C(=O)c2cc(C#Cc3ccccc3F)cnc2O[C@H]1CN(C)S(=O)(=O)c1ccccc1 | 0
COc1ccc(S(=O)(=O)Nc2ccc3c(c2)CC(=O)N([C@@H](C)CO)C[C@@H](C)[C@H](CN(C)C(=O)Nc2cccc4ccccc24)O3)cc1 | 13
COc1ccc(-c2cnc3c(c2)C(=O)N([C@@H](C)CO)C[C@@H](C)[C@H](CN(C)C(=O)Cc2cccnc2)O3)cc1 | -4
C[C@@H]1CN([C@H](C)CO)C(=O)CCCn2cc(nn2)CO[C@@H]1CN(C)C(=O)Nc1ccccc1C(F)(F)F | 5
C[C@@H]1CN([C@@H](C)CO)C(=O)Cc2cc(NS(C)(=O)=O)ccc2O[C@H]1CN(C)Cc1ccc2c(c1)OCO2 | -4
Cc1ccc(S(=O)(=O)Nc2ccc3c(c2)CC(=O)N([C@@H](C)CO)C[C@@H](C)[C@H](CN(C)S(=O)(=O)c2ccc(Cl)cc2)O3)cc1 | -2
COc1ccc(CN(C)C[C@@H]2OCCCC[C@@H](C)Oc3ccc(NC(=O)Nc4ccc(OC)cc4)cc3C(=O)N([C@H](C)CO)C[C@@H]2C)cc1 | -1
CC(=O)N(C)C[C@H]1OCc2ccccc2-c2ccccc2C(=O)N([C@H](C)CO)C[C@H]1C | -11
C[C@@H]1CN([C@H](C)CO)C(=O)Cc2cc(NC(=O)Nc3ccccc3)ccc2O[C@H]1CN(C)Cc1ccccc1 | -5
C[C@@H]1CN([C@@H](C)CO)C(=O)c2cc(C3=CCCCC3)cnc2O[C@@H]1CN(C)C(=O)Cc1cccnc1 | 0
Cc1noc(C)c1NC(=O)N(C)C[C@@H]1Oc2c(NC(=O)Nc3ccccc3)cccc2C(=O)N([C@H](C)CO)C[C@H]1C | 4
C/C=C/c1ccc2c(c1)O[C@@H](CN(C)C(=O)COC)[C@H](C)CN([C@H](C)CO)S2(=O)=O | -12
CCCC#Cc1cnc2c(c1)C(=O)N([C@H](C)CO)C[C@@H](C)[C@@H](CN(C)C(=O)NCCC)O2 | 1
CNC[C@@H]1Oc2cc(C#Cc3ccc(OC)cc3)ccc2S(=O)(=O)N([C@H](C)CO)C[C@H]1C | 7
Oc1cc(O)c2c(c1)OC(c1ccc(O)c(O)c1)C(O)C2 (stereo not drawn) | 13
O=S(=O)(c1ccc(-c2cc(C(F)(F)F)on2)s1)N1CCc2c([nH]c3ccc(F)cc23)C1 | -20
C[C@H](CO)N1C[C@H](C)[C@@H](CN(C)C(=O)Nc2ccc(F)cc2)Oc2ccc(NC(=O)C3CC3)cc2CC1=O | -3
New compounds follow:
SMILES | NSD2 block
CO[C@@H](CN(C)S(=O)(=O)c1ccc(F)cc1)[C@@H](C)CN(C(=O)Nc1ccccc1F)[C@@H](C)CO | 3
Cc1noc(C)c1S(=O)(=O)N(C)C[C@H]1OCCCC[C@H](C)Oc2ccc(NC(=O)Nc3cccc4ccccc34)cc2C(=O)N([C@H](C)CO)C[C@H]1C | 5
Cc1ccc(S(=O)(=O)Nc2ccc3c(c2)C(=O)N([C@@H](C)CO)C[C@H](C)[C@@H](CN(C)C(=O)NC(C)C)O3)cc1 | -3
CCN(Cc1ccccc1)S(=O)(=O)c1nc2nc(C)c(C)c(C)n2n1 | -2
Cc1noc(C)c1S(=O)(=O)Nc1ccc2c(c1)C(=O)N([C@@H](C)CO)C[C@@H](C)[C@H](CN(C)C(=O)NC(C)C)OCCCC[C@@H](C)O2 | -7
COCC(=O)N(C)C[C@@H]1Oc2cc(C#CC(C)(C)O)ccc2S(=O)(=O)N([C@@H](C)CO)C[C@@H]1C | -3
C[C@@H]1CCCCO[C@H](CN(C)C(=O)CCC(F)(F)F)[C@H](C)CN([C@@H](C)CO)C(=O)c2cc(NC(=O)Nc3ccc4c(c3)OCO4)ccc2O1 | -4
C[C@H](CO)N1C[C@H](C)[C@H](CN(C)CC2CCCCC2)OCCCC[C@H](C)Oc2ccc(NC(=O)c3ccncc3)cc2C1=O | -388
OCc1ccc(-c2ccncc2)cc1 | 6
C[C@H]1CN([C@@H](C)CO)C(=O)c2cc(NS(=O)(=O)c3ccc(F)cc3)ccc2O[C@H]1CN(C)C(=O)Nc1cccc2ccccc12 | -5
CC(C)CN1C(=O)[C@@]2(Cc3ccccc31)c1ccccc1C(=O)N(Cc1ccccc1Cl)[C@H]2c1ccc(CO)cc1 | 23
NC(=O)COc1ccccc1/C=N/NC(=O)CCCCC(=O)NO | -5
C[C@@H]1CCCCO[C@H](CN(C)C(=O)NC2CCCCC2)[C@@H](C)CN([C@@H](C)CO)C(=O)c2cc(NC(=O)c3ccncc3)ccc2O1 | -3
C[C@@H]1CN([C@@H](C)CO)C(=O)c2cc(NS(=O)(=O)c3cn(C)cn3)ccc2O[C@@H]1CN(C)S(=O)(=O)c1ccc(F)cc1 | 1
CNC[C@H]1Oc2cc(-c3ccc(C#N)cc3)ccc2S(=O)(=O)N([C@H](C)CO)C[C@@H]1C | 2
CC(C)NC(=O)N(C)C[C@H]1Oc2cc(-c3cccnc3)ccc2S(=O)(=O)N([C@H](C)CO)C[C@@H]1C | 2
C[C@@H]1CN([C@@H](C)CO)C(=O)CCCn2nncc2CO[C@H]1CN(C)S(=O)(=O)c1ccc(C#N)cc1 | 3
CCC(=O)N(C)C[C@H]1Oc2ncc(-c3ccccc3C)cc2C(=O)N([C@H](C)CO)C[C@@H]1C | 8
C[C@@H]1CN([C@H](C)CO)C(=O)c2cc(-c3cccnc3)cnc2O[C@H]1CN(C)C(=O)C1CC1 | 2
CC(C)CC#Cc1ccc2c(c1)O[C@@H](CN(C)C(=O)NC(C)C)[C@@H](C)CN([C@@H](C)CO)S2(=O)=O | 5
C[C@@H]1CN([C@@H](C)CO)C(=O)c2cc(NC(=O)CCCN(C)C)ccc2O[C@@H]1CN(C)Cc1ccc(Cl)c(Cl)c1 | 0
C[C@@H]1CN([C@H](C)CO)C(=O)c2cc(NS(=O)(=O)c3ccc(F)cc3)ccc2O[C@@H]1CN(C)Cc1ccccc1 | 2
COc1cccc(NC(=O)N(C)C[C@@H]2Oc3cc(C#Cc4ccccc4)ccc3S(=O)(=O)N([C@@H](C)CO)C[C@@H]2C)c1 | -4
C[C@@H]1CN([C@@H](C)CO)C(=O)c2cc(NS(=O)(=O)c3ccc(Cl)cc3)ccc2O[C@@H]1CN(C)Cc1ccc(C(=O)Nc2ccccc2N)cc1 | -4
CCO[C@H]1OC(C(=O)N2CCN(C)CC2)=C[C@@H](c2ccc(C(F)(F)F)cc2)[C@@H]1CCCO | 6
Next compounds:
SMILES | NSD2 block
COc1ccc(-c2ccc3c(c2)O[C@@H](CN(C)C(C)=O)[C@H](C)CN([C@@H](C)CO)S3(=O)=O)cc1 | 1
C[C@H](CO)N1C[C@H](C)[C@@H](CN(C)CC2CCCCC2)Oc2c(NC(=O)C3CCOCC3)cccc2C1=O | 4
C[C@@H]1CN([C@@H](C)CO)C(=O)CCCn2nncc2CO[C@H]1CN(C)C(=O)Nc1ccccc1F | 0
O=C(C[C@H]1C[C@H]2c3cc(NS(=O)(=O)c4ccc(F)cc4)ccc3O[C@H]2[C@@H](CO)O1)NC1CCCC1 | -2
CNC[C@@H]1OCCCC[C@@H](C)Oc2ccc(NS(C)(=O)=O)cc2C(=O)N([C@H](C)CO)C[C@@H]1C | 0
C[C@H](CO)N1C[C@H](C)[C@H](CN(C)C(=O)Nc2cccc(Oc3ccccn3)c2)OCc2cnnn2CCCC1=O | 9
CCCNC(=O)C[C@H]1C[C@H]2c3cc(NC(=O)CN(C)C)ccc3O[C@H]2[C@@H](CO)O1 | 4
C[C@@H]1CN([C@@H](C)CO)C(=O)Cc2cc(NC(=O)Nc3ccc(F)cc3)ccc2O[C@@H]1CN(C)C(=O)Nc1ccccc1 | 3
CC(C)NC(=O)N(C)C[C@@H]1Oc2ncc(C#Cc3ccc(F)cc3)cc2C(=O)N([C@H](C)CO)C[C@H]1C | 2
C[C@H](CO)N1C[C@H](C)[C@@H](CN(C)C(=O)Nc2ccc(F)cc2)Oc2ccc(NC(=O)Cc3cn(C)c4ccccc34)cc2CC1=O | 1
COC(=O)CCCCCCC(=O)N/N=C/c1ccc(OCc2ccccc2)cc1O | -6
C[C@@H]1CCCCO[C@H](CN(C)C(=O)NC2CCCCC2)[C@H](C)CN([C@@H](C)CO)C(=O)c2cc(NC(=O)Nc3ccc(C(F)(F)F)cc3)ccc2O1 | -2
COc1ccc(S(=O)(=O)Nc2ccc3c(c2)C(=O)N([C@@H](C)CO)C[C@@H](C)[C@H](CN(C)C(=O)NC(C)C)OCCCC[C@@H](C)O3)cc1 | 3
C[C@@H]1CN([C@@H](C)CO)C(=O)c2cc(NC(=O)Nc3ccc(C(F)(F)F)cc3)ccc2O[C@@H]1CN(C)S(=O)(=O)c1ccc(Cl)cc1 | -5
COc1ccc(NC(=O)N(C)C[C@H]2OCCCC[C@H](C)Oc3ccc(NS(C)(=O)=O)cc3C(=O)N([C@@H](C)CO)C[C@@H]2C)cc1 | -2
C[C@@H]1CN([C@H](C)CO)C(=O)c2cccc(NC(=O)C3CCCCC3)c2O[C@@H]1CN(C)S(=O)(=O)c1ccc(Cl)cc1 | 4
O=C(CCCCCC(=O)Nc1ccccc1O)N/N=C\c1cc(O)ccc1O | -3
C[C@H](CO)N1C[C@H](C)[C@@H](CN(C)S(=O)(=O)c2ccccc2)Oc2ccc(NC(=O)Nc3ccc4c(c3)OCO4)cc2C1=O | 2
COc1ccc(CN(C)C[C@@H]2Oc3c(NC(=O)C4CC4)cccc3C(=O)N([C@H](C)CO)C[C@H]2C)cc1 | -4
C[C@H](CO)N1C[C@H](C)[C@H](CN(C)CC2CCOCC2)Oc2ncc(Br)cc2C1=O | -3
C[C@H]1CCCCO[C@@H](CN(C)C)[C@@H](C)CN([C@@H](C)CO)C(=O)c2cc(NC(=O)CCCN(C)C)ccc2O1 | 0
C[C@@H]1CN([C@H](C)CO)C(=O)Cc2cc(N(C)C)ccc2O[C@H]1CN(C)C(=O)Nc1cccc2ccccc12 | 1
COc1ccc(NC(=O)N(C)C[C@@H]2Oc3ccc(NC(=O)Nc4ccc(C(F)(F)F)cc4)cc3CC(=O)N([C@H](C)CO)C[C@@H]2C)cc1 | -9
COc1ccc(S(=O)(=O)N(C)C[C@@H]2OCCCC[C@H](C)Oc3ccc(NS(=O)(=O)c4ccc(Cl)cc4)cc3C(=O)N([C@@H](C)CO)C[C@H]2C)cc1 | -1
O=C(C[C@H]1CC[C@@H](NS(=O)(=O)c2ccccc2F)[C@@H](CO)O1)NCCCN1CCOCC1 | 11
C[C@H](CO)N1C[C@H](C)[C@H](CN(C)C(=O)Nc2ccc3c(c2)OCO3)Oc2ccc(NC(=O)Nc3ccc4c(c3)OCO4)cc2C1=O | 3
C[C@H](CO)N1C[C@H](C)[C@H](CN(C)Cc2ccccn2)Oc2cc(-c3cccnc3)ccc2S1(=O)=O | -1
CSC1=NC=C(C#N)C2=NC(c3ccc(Cl)cc3)NN12 (stereo not drawn) | 1
C[C@@H]1CCCCO[C@H](CN(C)S(=O)(=O)c2ccc(Cl)cc2)[C@@H](C)CN([C@H](C)CO)C(=O)c2cc(NC(=O)c3ccccc3)ccc2O1 | -2

Screening results deposited in PubChem by Broad Institute.
